# HIF-2a inh = inhibitors of HIF-2a; 786-0 RCC cells HIF-2a reporter, luciferase luminescence, overnight; AID 624352; hit rate 0.72% among 360,000; inhibition, % at 18.8 µM;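 active means inhibition of the luminescence signal of 40% or more relative to plate controls, in a single-dose primary screen at 18.75 µM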
# NR2E3 ag-1 = agonists of human NR2E3 nuclear receptor. CHO-S Gal4-NCOR/VP16-NR2E3 two-hybrid, luciferase. hit rate 0.35% among 360,000. AID 602229. inhibition of corepressor binding, % at 3.98 µM;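 active means inhibition above the mean of all tested compounds plus 3 SD, cut at about 70% in these data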;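 further: 0% = DMSO with NR2E3 transfected cells and 100% = cells lacking NR2E3 construct; higher means lower luciferase signal from less NR2E3 corepressor binding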
# Target sequence (Q9Y5X4 whole entry, looked up, the tested form may be a part): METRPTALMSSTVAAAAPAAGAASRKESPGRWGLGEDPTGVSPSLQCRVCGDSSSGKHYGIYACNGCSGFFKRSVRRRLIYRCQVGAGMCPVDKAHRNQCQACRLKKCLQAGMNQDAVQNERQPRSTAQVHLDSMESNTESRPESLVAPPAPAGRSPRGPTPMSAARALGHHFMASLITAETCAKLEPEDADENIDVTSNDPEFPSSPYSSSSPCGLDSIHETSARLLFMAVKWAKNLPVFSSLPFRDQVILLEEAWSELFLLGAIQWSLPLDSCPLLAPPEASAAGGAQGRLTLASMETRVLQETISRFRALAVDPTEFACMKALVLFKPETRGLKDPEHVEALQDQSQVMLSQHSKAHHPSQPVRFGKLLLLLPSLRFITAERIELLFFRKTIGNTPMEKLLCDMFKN
# H9c2 protect = protects H9c2 cardiomyocytes from peroxide injury; H2O2 injury protection, ATPLite, 2 h; protection from H2O2 cell death, % at 20 µM; hit rate 0.63% among 360,000;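 active means compounds giving at least 50% protection of heart cells from peroxide-induced death in the single-dose screen, raw or plate-pattern-corrected value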;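 further: 0% = DMSO wells with peroxide and 100% = DMSO wells without peroxide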
# TRPM1 prom inh = inhibitors of MITF-driven TRPM1 promoter in melanoma cells. SK-MEL-5 TRPM1 promoter luciferase, 24 h. inhibition, % at 12.5 µM. hit rate 0.83% among 330,000. AID 488899;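 active means mean inhibition across replicates of 60% or more, whatever share of single replicates reaches that level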; further: values of inactives mirror those of a sister screen read the other way
# CaV13 FRET inh = Primary screen for inhibitors of IQ motif and Ca2+-dependent inactivation inhibitor domain binding in CACNA1D, Förster resonance energy transfer in living cells, …. inhibition, % at 12.3 µM. hit rate 0.098% among 340,000. HEK cells, CFP/YFP FRET ICDI-IQ, plate reader, 10 min; percent FRET-ratio fall versus neutral wells. AID 743397;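 active means mean replicate inhibition of at least 30% and at least 1% of replicates passing that level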;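 further: 0% = median of the neutral control wells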
# m5-HT2A agonist = agonists of mouse serotonin 5-HT2A receptor (HTR2A); AID 624169; activation, % at 7.6 µM; P35363; hit rate 0.66% among 360,000; CHO-K1 mHTR2A beta-arrestin complementation, luminescence; percent of 30 µM serotonin response;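 active means activation above a run cutoff, the mean activation of all tested compounds plus 3 SD, cut at about 14% in these data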;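 further: 0% = plate median of compound wells and 100% = 30 µM serotonin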
# Target sequence (P35363 whole entry, looked up): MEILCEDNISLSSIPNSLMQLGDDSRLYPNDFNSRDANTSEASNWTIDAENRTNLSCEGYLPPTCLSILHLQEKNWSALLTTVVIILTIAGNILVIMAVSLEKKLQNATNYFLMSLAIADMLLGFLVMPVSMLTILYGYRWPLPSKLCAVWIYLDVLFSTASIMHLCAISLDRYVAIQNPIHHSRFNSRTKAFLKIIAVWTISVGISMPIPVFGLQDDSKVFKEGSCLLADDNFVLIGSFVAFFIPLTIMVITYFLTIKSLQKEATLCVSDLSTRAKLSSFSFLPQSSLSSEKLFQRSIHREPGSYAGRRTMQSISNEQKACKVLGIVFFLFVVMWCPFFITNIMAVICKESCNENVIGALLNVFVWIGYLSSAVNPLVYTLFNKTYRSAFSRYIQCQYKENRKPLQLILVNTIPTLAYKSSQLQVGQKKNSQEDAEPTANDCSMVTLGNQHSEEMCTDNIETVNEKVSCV
# Shn3 3UTR inh = inhibitors of Schnurri-3 3'UTR reporter in osteoblasts; Clone20 osteoblast Shn3 3'UTR firefly luciferase, 24 h; inhibition, % at 12.5 µM; hit rate 0.52% among 360,000; AID 588674;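 active means mean inhibition of at least 75% with every replicate also reaching 75%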;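 further: 0% = median of neutral control wells and 100% = pilot-screen positive control compound; some compounds past the cut are filed as inactive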
# PDI turbidity = PDI (human) enzyme inhibition | P07237 | PDI insulin aggregation turbidity, A650, 90 min | inhibition, % at 10 µM | hit rate 0.052% among 350,000;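 active means mean inhibition across replicates of 30% or more, whatever share of single replicates reach that level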;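 further: absorbance from insulin aggregation driven by PDI reduction with DTT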
# NR2E3 ag-2 = activates human photoreceptor nuclear receptor NR2E3; GST-NR2E3/biotin-RetCOR TR-FRET, 1536-well; Q9Y5X4; inhibition of corepressor binding, % at 4.78 µM; hit rate 0.12% among 320,000; AID 2300;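 active means percent inhibition above the cutoff of mean plus 3 SD of all tested compounds, set per screening campaign, cut at about 20% in these data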;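 further: 0% = DMSO wells and 100% = biotin wells as full block of FRET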
#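 Material: NR2E3–RetCOR corepressor complex / Amount: 1.35 nM GST-NR2E3 / Medium: Tris pH 7.5 / Compound: single nominal compound dose of 4.8 µM / Incubation: 5 h at 4 °C / Technique: TR-FRET, Eu(K)-anti-GST donor, streptavidin-D2 acceptor, ex 340, em 617/671 nm / Read-out basis: percent loss of FRET ratio relative to control wells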
# hiPSC survival = increases survival of single human iPS cells; hiPSC single-cell survival, ATPlite luminescence; 100% = ROCK inhibitor wells, 0% = DMSO; survival enhancement, % at 20 µM; hit rate 0.044% among 360,000; AID 602274; in the data active means survival enhancement above about 18%;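 further: cells exposed to compounds for 16 hours before the ATP read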
# Peg3 prom inh = inhibitors of Peg3 promoter | HeLa PEG-Prom luciferase reporter, luminescence, overnight | inhibition, % at 20 µM | hit rate 1.7% among 360,000 | AID 588405;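 active means inhibition of at least 50% at 20 µM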
# * marks the source's active call; other numbers are inactive results; · = no result given.
SMILES,HIF-2a inh,NR2E3 ag-1,H9c2 protect,TRPM1 prom inh,CaV13 FRET inh,m5-HT2A agonist,Shn3 3UTR inh,PDI turbidity,NR2E3 ag-2,hiPSC survival,Peg3 prom inh
COc1ccc2[nH]c3c(c2c1)CCN1C(=O)N([C@@H](C)C(=O)NCc2ccc(F)cc2)C(=O)[C@]31C,18.6,-6.0,1.0,6.8,·,-4.5,8.8,·,1.2,-3.5,23.0
Cc1ccc(NC(=O)CCN2C(=O)C3C4CCC(C4)C3C2=O)cc1[N+](=O)[O-] (centres undefined),-11.0,19.6,-3.6,5.1,-6.1,10.4,-0.1,-4.2,3.5,0.5,-5.1
COc1ccc(/C=C(\NC(=O)c2ccc(C)cc2)C(=O)N2CCCCC2)cc1,18.6,-27.7,5.1,-8.0,-5.2,-10.1,-43.6,-2.0,-1.0,0.1,7.5
Cc1occc1-c1nnc(SCC(=O)Nc2ccccc2-c2ccccc2)n1C,1.0,-0.8,-2.5,3.3,-4.5,1.1,14.7,0.4,-1.4,-1.1,18.5
CN(CC(O)Cn1c2ccccc2c2ccccc21)S(C)(=O)=O (centres undefined),4.6,22.8,13.8,-9.3,1.4,-3.2,-18.8,3.4,2.8,-0.5,5.1
COc1cc(OC)cc(C(=O)N[C@H](C(=O)OCC(=O)Nc2cccc(F)c2)C(C)C)c1,12.0,3.3,0.5,9.9,-7.9,-0.5,-8.2,-5.9,-0.5,-1.2,-6.9
Cc1ccc(C)c(S(=O)(=O)N2CCN(C(=O)c3ccc(N4CCCC4)c([N+](=O)[O-])c3)CC2)c1,8.2,-22.8,-2.5,1.6,·,-7.4,-10.1,3.4,5.1,-0.2,17.7
CN(C)c1ccc(-c2ccc3c(=O)c4ccccc4n(C)c3c2)cn1,-187.7,-127.5,25.3,-25.8,-21.4,-1.0,-140.0,7.9,-22.7,1.7,-205.7
CC(=O)n1c2ccccc2c2nc3ccccc3nc21,-277.0,-13.4,-4.8,-31.3,·,6.3,-104.9,15.0,1.1,-0.2,-306.8
CCOC(=O)CC(c1ccc(N)cc1)n1c(C)ccc1C (centres undefined),3.9,13.4,-4.0,7.7,-6.4,5.8,-15.8,0.2,-2.9,-0.4,7.2
CNc1ccc(C(=O)OCC(=O)Nc2ccnn2C(C)C)cc1[N+](=O)[O-],2.1,-13.0,2.3,-11.8,-4.8,-5.9,-1.3,2.2,2.1,-0.3,-2.1
Cc1cccc(N(Cc2ccccc2)C(=O)c2cc(S(=O)(=O)N3CCOCC3)ccc2Cl)c1,7.9,6.2,-0.8,3.0,-1.3,5.3,13.2,10.0,-1.4,-0.4,29.3
Cc1ccc(-c2nn[nH]n2)cc1,6.0,-9.0,-5.0,-2.8,-3.2,1.8,-10.0,2.4,-3.5,1.9,-15.2
CCOc1ccc(NC(=O)CCc2c(C)nn(-c3ccc(N4CCCCC4)nn3)c2C)cc1,-219.9,-57.1,-4.6,-74.2,-4.3,-2.8,-55.5,-2.9,0.5,-0.3,-221.6
CC(C)(C)OC(=O)N1CCC(NC(=O)c2nc[nH]c2C(=O)N2CCN(C(=O)OC(C)(C)C)CC2)CC1,-4.3,-8.6,3.4,-6.0,-11.7,0.5,6.4,-6.6,1.5,-1.7,-14.9
Cc1c(C(=O)Nc2ccccc2)csc1-c1ccccc1,-183.2,-35.7,-14.7,-107.2,-4.1,-2.5,-51.7,-4.6,0.3,-2.1,-236.7
CCN(CC)C(=O)c1ccc2nc3ccccc3nc2c1,-75.8,-12.5,-3.8,51.0,-2.3,1.5,-15.0,0.7,1.5,-1.0,-70.6
CCNC(=O)C1(C)CCCN1C(=O)c1c(F)cccc1F (centres undefined),7.3,-3.8,-1.3,·,-4.5,6.1,-0.6,-10.1,·,0.0,-14.0
O=S(=O)(c1ccc(Br)s1)n1cccn1,25.4,5.5,-4.2,1.2,-4.7,1.2,6.0,-3.6,-1.2,-0.3,6.8
O=C(Nc1ncc2c(n1)-c1ccccc1OC2)c1cccc([N+](=O)[O-])c1,-33.2,-10.3,-4.1,-4.4,-16.9,3.8,-10.7,3.1,4.6,0.6,-24.7
O=C(NNC(=O)C1CCC1)c1ccc(Cl)cc1,1.3,-15.3,4.6,4.9,-9.7,-9.1,15.4,-0.9,-2.4,0.3,3.8
COc1ccccc1CNC(=O)CC1Sc2ccccc2NC1=O (centres undefined),5.1,-16.6,1.2,3.4,0.2,-0.4,-2.9,-12.3,3.8,-0.2,13.3
Cc1cc(C)nc(N2CCN(c3ccc(F)cc3)CC2)n1,-13.2,-6.1,0.4,0.3,-3.6,0.9,2.0,-4.6,·,0.0,2.0
CCOC(=O)C1=C(C)N(C)C(=S)N(C)C1c1ccc(OC)cc1 (centres undefined),15.7,-4.1,7.2,10.8,2.0,-4.0,5.5,-0.6,2.6,-0.4,8.7
CCC(C)Sc1nc2c(c(=O)[nH]c(=O)n2C)n1CC(O)COc1ccccc1C (centres undefined),12.8,0.6,8.1,-18.1,-3.9,-4.4,18.0,10.9,-0.4,2.1,19.6
Cc1ccc(/C=N/NC(=O)NN(C)c2ncc(C(F)(F)F)cc2Cl)cc1,9.1,-2.8,-5.5,-5.6,1.2,-1.5,0.3,-2.2,0.9,0.0,12.8
O=C1c2oc3ccc(Cl)cc3c(=O)c2C(c2cccc(Br)c2)N1CCO (centres undefined),11.0,-17.1,5.8,5.2,-6.8,-10.1,-6.7,3.7,7.1,0.0,22.4
COCCn1c(SCc2ccc(C(=O)OC)o2)nnc1-c1c[nH]c2ccccc12,-4.2,-10.6,1.5,-6.9,-2.9,-1.6,-7.4,·,6.1,-1.8,9.8
O=C(Nc1nccs1)c1cc(Cl)ccc1[N+](=O)[O-],9.1,-8.3,-0.8,13.3,-14.3,-2.5,11.2,3.5,0.7,0.4,4.6
CN(Cc1nc(-c2ccc(Cl)cc2)no1)C(=O)c1ccco1,-123.6,-43.1,-5.6,-21.4,-6.8,7.3,-23.0,1.2,3.3,0.2,-110.0
Cc1ccc(NC(=S)N2CCC(NC(=O)C3CCCCC3)CC2)cc1C,0.6,-1.4,-2.3,4.1,-7.1,0.8,14.4,6.1,5.2,-0.4,13.3
NS(=O)(=O)c1ccc(NC(=O)COC(=O)CSc2n[nH]c(-c3ccccc3)n2)cc1,6.9,-29.3,15.9,3.8,-8.5,1.4,0.0,-6.5,2.6,0.1,5.0
O=C(C1CCCN1S(=O)(=O)c1ccc(Cl)c(Cl)c1)N1CCOCC1 (centres undefined),18.7,-3.7,0.3,-2.3,-1.3,1.4,4.5,-0.6,2.5,4.5,0.2
CC(=O)Nc1ccc(S(=O)(=O)N(CCCN2CCOCC2)Cc2cccs2)cc1,4.9,-21.5,-3.7,-0.6,-1.1,-0.1,-5.5,-5.1,0.3,-1.2,-4.1
Cc1cc(C)n2nc3nc(N4CCCCC4)nc(-c4ccco4)c3c2n1,0.9,-7.6,26.6,9.0,·,0.2,-6.0,-3.5,3.1,3.4,9.0
COc1ccc(Cc2nc3ccc(C(=O)N4CCN(C)C(C)C4)cc3o2)cc1OC (centres undefined),-43.9,32.8,-3.2,24.4,-2.0,0.1,34.7,3.4,0.1,-0.5,-24.2
CCC(C)(C)n1nnnc1C(c1cc2ccc(OC)cc2[nH]c1=O)N1CCCCC1 (centres undefined),10.9,-8.8,9.2,-4.9,-5.1,-1.2,20.9,0.7,1.2,-2.1,1.9
O=[N+]([O-])c1cc(C(F)(F)F)ccc1NCCOc1ccccc1,-223.1,-66.6,-22.0,-61.6,-4.8,-5.8,-78.4,-1.9,0.5,0.6,-265.4
Cc1ccc(-c2nnc(NC3CCCC3)s2)cc1,-301.8,-186.0,-11.8,-43.4,-4.5,-3.1,-119.7,4.8,-1.1,-0.3,-271.4
Cc1ccc(S(=O)(=O)CC(=O)NCc2ccc(Cl)cc2)cc1,0.6,4.5,-1.7,4.6,-4.5,3.6,-18.4,5.2,-1.6,0.3,10.1
CC1(C)NC(=O)N(CC(O)CN2C(=O)NC(C)(C)C2=O)C1=O,11.3,4.4,4.0,4.1,-4.3,-4.6,-5.2,2.5,4.4,-1.4,11.8
CC(C)(C)c1ccc(S(=O)(=O)NC(=O)C2(C)CCN2C(=O)Cc2cccc3ccccc23)cc1 (centres undefined),7.3,16.9,-1.8,·,-4.9,-0.3,10.2,7.6,·,-1.8,10.8
O=C(O)c1cc(-c2ccc3c(c2)OCCO3)n[nH]1,19.8,-18.1,-1.9,14.0,-5.4,-1.1,5.7,-12.7,0.2,-1.1,0.3
CN(C)C(=S)Nc1ccc(Cc2ccncc2)cc1,17.6,-3.9,-1.0,3.2,-2.3,-0.7,-2.5,-10.3,8.0,-0.6,14.7
Cc1cnc(CN(C)C(=O)CC2C(=O)NCCN2Cc2cccc(F)c2F)[nH]1 (centres undefined),6.6,-9.1,-1.3,9.1,-3.4,2.6,-29.5,2.8,0.6,-0.4,13.0
COc1cccc(CNC(=O)COC(=O)CCCNC(=O)c2ccc(Cl)cc2)c1,0.0,3.6,-7.0,-6.1,-4.8,2.9,-3.8,0.9,0.4,-0.4,-12.9
Cc1ccc(-c2noc(CCC(=O)NCCN3CCc4ccccc4C3)n2)cc1,2.3,10.8,4.6,9.8,-3.6,-10.9,2.9,3.4,2.1,-5.1,3.6
CC1(c2nnc(Cc3ccccc3)o2)CC(c2ccccc2[N+](=O)[O-])=NO1 (centres undefined),-17.0,3.8,0.4,8.8,·,-4.5,-1.4,-9.9,-0.9,-2.8,-18.8
CCN1C(=O)C(CC(=O)Nc2ccc(F)cc2)N(Cc2cccs2)C1=S (centres undefined),12.3,-15.0,-10.0,3.2,-6.2,2.8,-0.2,4.7,2.2,-0.8,16.7
Cc1cccc(NC(=O)c2cc(S(=O)(=O)N(C)c3ccc(F)cc3)ccc2Cl)n1,14.1,-37.3,2.7,6.0,-1.4,-7.7,15.3,9.1,-1.3,-0.2,17.4
CCn1cc(C(=O)NCC(OC)OC)c(=O)c2cc(S(=O)(=O)N3CCC(C)CC3)ccc21,34.7,-14.8,-0.5,19.0,-2.7,1.9,55.7,-1.3,2.2,0.4,43.1
CN(C)CCCN(C(=O)CCc1ccccc1)c1nc2c(F)cccc2s1,15.9,5.8,23.8,-1.7,-8.6,-7.1,4.5,26.1,-6.0,-1.3,-10.5
O=C(O)COc1ccccc1/C=N/NC(=O)C(O)c1ccccc1 (centres undefined),16.6,-4.9,4.9,-5.1,-10.8,2.9,-4.5,2.3,·,-0.4,10.2

# A second format for 2 compounds above:
mol	HIF-2a inh	NR2E3 ag-1	H9c2 protect	TRPM1 prom inh	CaV13 FRET inh	m5-HT2A agonist	Shn3 3UTR inh	PDI turbidity	NR2E3 ag-2	hiPSC survival	Peg3 prom inh
CCN1C(=O)C(CC(=O)Nc2ccc(F)cc2)N(Cc2cccs2)C1=S (centres undefined)	12.3	-15.0	-10.0	3.2	-6.2	2.8	-0.2	4.7	2.2	-0.8	16.7
Cc1cccc(NC(=O)c2cc(S(=O)(=O)N(C)c3ccc(F)cc3)ccc2Cl)n1	14.1	-37.3	2.7	6.0	-1.4	-7.7	15.3	9.1	-1.3	-0.2	17.4
